# From PubChem BioAssay
# IDE exosite inh – exo-site inhibitors of human IDE, primary screen, biochemical, fluorescence anisotropy, probe displacement | Insulin-degrading enzyme (Homo sapiens), P14735 | purified IDE, FL-6b probe fluorescence polarization; active compounds read low | z-score at 20 µM | 17,000 tested, 6.3% active | AID 1259349, 2017;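 active means z-score of -3 or lower, meaning strong loss of probe binding signal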;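 further: His-tagged human IDE residues 42-1019 made in E. coli with 30 nM FL-6b probe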
# Target sequence (P14735 42-1019 limits assumed): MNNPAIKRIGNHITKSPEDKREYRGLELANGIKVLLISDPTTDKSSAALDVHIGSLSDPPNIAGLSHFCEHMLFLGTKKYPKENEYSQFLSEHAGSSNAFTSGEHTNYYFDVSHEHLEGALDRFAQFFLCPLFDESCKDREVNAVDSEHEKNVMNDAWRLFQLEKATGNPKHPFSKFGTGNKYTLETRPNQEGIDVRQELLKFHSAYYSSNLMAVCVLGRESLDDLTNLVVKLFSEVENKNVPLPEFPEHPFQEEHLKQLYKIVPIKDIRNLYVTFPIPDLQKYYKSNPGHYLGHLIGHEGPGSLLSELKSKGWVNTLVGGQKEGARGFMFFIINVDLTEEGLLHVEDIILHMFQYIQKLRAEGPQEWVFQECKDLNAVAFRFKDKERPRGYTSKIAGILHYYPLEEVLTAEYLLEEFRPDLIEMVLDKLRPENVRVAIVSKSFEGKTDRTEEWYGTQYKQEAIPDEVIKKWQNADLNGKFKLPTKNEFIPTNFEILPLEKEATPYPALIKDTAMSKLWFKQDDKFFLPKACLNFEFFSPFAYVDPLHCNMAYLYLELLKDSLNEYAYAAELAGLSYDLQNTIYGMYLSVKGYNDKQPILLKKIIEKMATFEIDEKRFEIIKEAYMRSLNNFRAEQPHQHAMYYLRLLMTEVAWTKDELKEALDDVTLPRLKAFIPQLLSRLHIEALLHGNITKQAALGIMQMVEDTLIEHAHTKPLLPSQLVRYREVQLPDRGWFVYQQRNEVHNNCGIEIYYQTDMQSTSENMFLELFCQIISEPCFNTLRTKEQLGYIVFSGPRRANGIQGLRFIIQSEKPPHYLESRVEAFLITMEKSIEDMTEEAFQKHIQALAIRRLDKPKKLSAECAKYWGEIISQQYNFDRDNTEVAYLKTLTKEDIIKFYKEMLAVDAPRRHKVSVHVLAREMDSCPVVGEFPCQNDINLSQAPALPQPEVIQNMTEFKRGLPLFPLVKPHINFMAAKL
# Starred values were filed as active, the others as inactive; & = joins results of further samples. An excerpt (hit frequency here may not be typical).
smiles,IDE exosite inh
O=C(C[C@H]1CC[C@H]2NC[C@H](O)COC[C@@H]2O1)NCc1ccc2c(c1)OCO2,0.76
CCCC#Cc1ccc([C@H]2[C@@H](CO)N3CCCCN(Cc4cncnc4)C[C@@H]23)cc1,2.4
O=C(C[C@H]1CC[C@@H]2[C@H](COC[C@H](O)CN2Cc2ccc3c(c2)OCO3)O1)N1CCCCC1,-1.3
CN1CCN(C(=O)C[C@@H]2CC[C@@H]3[C@@H](COc4ccc(NC(=O)c5cccs5)cc4C(=O)N3C)O2)CC1,-0.83
OC[C@@H]1[C@H](c2ccc(-c3ccccc3F)cc2)[C@@H]2CN(Cc3cccnc3)CCCCN12,-1.2
COc1ccc(C#Cc2cccc(-c3nc(C(=O)N4CCN(Cc5ccccc5)CC4)cc4c3[C@H](CCO)N(S(=O)C(C)(C)C)C4)c2)cc1OC (some centres undefined),1.5
CCC(=O)N1[C@H](CO)[C@@H](c2ccc(-c3cccnc3)cc2)[C@@H]1CN(CC)C(C)=O,2.4
CC(C)C#Cc1ccc([C@@H]2[C@@H](CO)N3C(=O)CN(C(=O)c4ccc5c(c4)OCO5)C[C@H]23)cc1,-0.36
O=C(Nc1cc(F)ccc1F)N1CCCCN2[C@@H](CO)[C@H](c3ccc(-c4ccccc4)cc3)[C@@H]2C1,3.7
COc1ccc(NC(=O)N2CC(=O)N3[C@@H](CO)[C@H](c4ccc(-c5ccccc5)cc4)[C@@H]3C2)cc1,0.99
CC=Cc1ccc2n(c1=O)C[C@H]1[C@H](CO)[C@@H](C(=O)N[C@@H](C)c3ccccc3)[C@@H]2N1Cc1cncnc1 (mixture of isomers),0.5
CCC(=O)NC[C@@H]1[C@@H](c2ccc(C3=CCCC3)cc2)[C@@H](CO)N1C(=O)CC,0.69
CC(C)NC(=O)Nc1ccc2c(c1)C(=O)N([C@H](C)CO)C[C@H](C)[C@@H](CN(C)C(=O)C1CCCCC1)OCCCC[C@H](C)O2,0.38
C[C@@H]1CN([C@@H](C)CO)S(=O)(=O)c2ccc(-c3cncnc3)cc2O[C@@H]1CN(C)C(=O)NC1CCCC1,0.01
C[C@H](O)C#Cc1ccc([C@H]2[C@@H](CO)N3CCCCN(S(=O)(=O)c4ccccc4)C[C@H]23)cc1,2.5
CCC(=O)N1C[C@@H](C)[C@H](OC)CN(C)C(=O)c2cc(NC(=O)Nc3ccc(Cl)cc3)ccc2OC[C@@H]1C,0.15
C[C@H](CO)N1C[C@H](C)[C@H](CN(C)Cc2ccc(-c3ccccc3)cc2)Oc2c(NS(C)(=O)=O)cccc2C1=O,0.33
CN(C)CC#Cc1ccc([C@@H]2[C@@H](CO)N3CCCCN(C(=O)NC4CCCC4)C[C@@H]23)cc1,4.4
C/C=C/c1ccc([C@H]2[C@@H](CO)N(Cc3ccccn3)[C@H]2CNC(=O)CC)cc1,5.3
O=C(N[C@H]1CC[C@H](CCNS(=O)(=O)c2ccc(F)cc2)O[C@@H]1CO)C1CCC1,1.1
COc1ccc(CN2CC3(CN(C(=O)Cc4ccccc4)C3)c3c([nH]c4cc(OC)ccc34)[C@@H]2CO)cc1,-1.7
O=C(c1cccc(F)c1)N1CC(=O)N2[C@H](C1)[C@@H](c1ccc(C#Cc3ccc(F)cc3)cc1)[C@@H]2CO,2.4
CCC(=O)N1[C@H](CO)[C@H](c2ccc(-c3cccc(F)c3)cc2)[C@@H]1CN(C)C(C)=O,1.6
C/C=C/c1cnc2c(c1)C(=O)N([C@@H](C)CO)C[C@@H](C)[C@H](CN(C)C(=O)Nc1cccc(OC)c1)O2,-0.78
N#C[C@H]1[C@@H](c2ccccc2C2=CCCC2)[C@H](CO)N1C(=O)C1CCOCC1,-0.28
CN(C)CC(=O)N[C@@H]1CC[C@H](CCNC(=O)C2CCC2)O[C@@H]1CO,2
N#C[C@@H]1[C@@H](c2ccc(C3=CCCC3)cc2)[C@@H](CO)N1c1nc(-c2ccccc2)cs1,4.3
CCS(=O)(=O)NCC[C@@H]1CC[C@H](NS(=O)(=O)c2ccccc2C)[C@H](CO)O1,-0.63
COc1ccc(CNC(=O)N(C)C[C@@H]2OCc3ccccc3-c3c(n(C)c4ccccc34)C(=O)N([C@@H](C)CO)C[C@H]2C)cc1,0.82
COc1ccccc1-c1ccc([C@H]2[C@@H](CO)N(C(=O)NC3CCCCC3)[C@H]2C#N)cc1,-6.9*
CO[C@@H](CN(C)S(=O)(=O)c1ccc(F)cc1)[C@@H](C)CN(Cc1ccccc1Cl)[C@H](C)CO,0.85
C[C@H]1CN([C@@H](C)CO)C(=O)CCCn2nncc2CO[C@@H]1CN(C)Cc1cccc2c1OCCCO2,-1.3
COc1cccc(CN2[C@H](CO)[C@@H](c3ccccc3)C23CN(C(=O)C2CCCCC2)C3)c1,0.73
COc1ccc(-c2ccc([C@@H]3[C@H](CO)N4CCCCN(S(=O)(=O)c5cccs5)C[C@@H]34)cc2)cc1,-1.4
CC(C)COC(=O)N(C)C[C@H]1OCc2ccccc2-c2ccccc2C(=O)N([C@@H](C)CO)C[C@H]1C,-1.4
CC(C)(C)[S@](=O)N1Cc2cc(C(=O)NCc3ccccn3)nc(-c3cccc(-c4ccccc4F)c3)c2[C@@H]1CCO,0.51
N#C[C@H]1[C@H](c2ccc(C#Cc3ccc(F)cc3)cc2)[C@H](CO)N1C(=O)C1CC1,4.4
Cn1cnc(S(=O)(=O)N2CCCCN3[C@H](CO)[C@H](c4ccc(-c5ccc(F)cc5)cc4)[C@H]3C2)c1,1
Cc1ccc(S(=O)(=O)N2CC[C@@H]3[C@@H](CO)Nc4ccc(-c5cccc(C(=O)N(C)C)c5)cc4[C@@H]32)cc1,0.65
C[C@@H]1CN([C@@H](C)CO)C(=O)c2ccccc2-c2ccccc2CO[C@H]1CN(C)C(=O)Nc1ccnc(N2CCOCC2)c1,0.08
CN1CCN(C(=O)C[C@H]2CC[C@@H]3[C@H](COC[C@H](O)CN3C(=O)c3ccccc3F)O2)CC1,-0.49
OC[C@H]1[C@H](c2ccccc2)C2(CN(Cc3cccnc3)C2)N1Cc1ccncc1,0.58
COc1cccc(CNC(=O)C[C@@H]2CC[C@H]3[C@H](COc4ccc(NS(=O)(=O)c5ccccc5F)cc4C(=O)N3C)O2)c1,-0.15
CCC(=O)N(C)C[C@H]1N[C@@H](CO)[C@H]1c1ccc(-c2cccc(C#N)c2)cc1,6.5
CN(C)C(=O)c1cccc(-c2ccccc2[C@H]2[C@H](C#N)N(C(=O)C3CCC3)[C@H]2CO)c1,2.6
CN1C(=O)c2cc(NC(=O)c3ccc(F)c(F)c3)ccc2OC[C@@H]2O[C@H](CC(=O)N3CCCCC3)CC[C@@H]21,-0.47
N#C[C@@H]1[C@H](c2ccccc2-c2ccccc2)[C@@H](CO)N1C(=O)Cc1cccnc1,1.6
CCC(=O)N1CC(=O)N2[C@H](CO)[C@H](c3ccc(-c4ccc(C#N)cc4)cc3)[C@@H]2C1,-1.7
COc1ccccc1NC(=O)N1CC(=O)N2[C@H](CO)[C@@H](c3ccc(C#Cc4ccc(F)cc4)cc3)[C@H]2C1,3.2
CN(C)C(=O)c1ccc(-c2ccc([C@@H]3[C@H]4CN(C(=O)C5CCC5)CC(=O)N4[C@H]3CO)cc2)cc1,3
CCCNC(=O)Nc1ccc2c(c1)C(=O)N(C)C[C@H](OC)[C@@H](C)CN(C)[C@H](C)CO2,-1.2
C[C@H]1CC=CC[C@H](c2cccc(Cl)c2)NC(=O)[C@@H](Cc2ccccc2)N(C)C(=O)c2ccccc2O1 (mixture of isomers),-1.8
O=C(C[C@H]1CC[C@@H]2[C@H](COC[C@H](O)CN2S(=O)(=O)c2cccc(Cl)c2)O1)N1CCOCC1,1.6
CCCC#Cc1ccc2c(c1)O[C@H](CN(C)Cc1ccccn1)[C@@H](C)CN([C@H](C)CO)S2(=O)=O,-1
C[C@@H]1CN([C@@H](C)CO)C(=O)CCCn2nncc2CO[C@H]1CN(C)Cc1ccccc1C(=O)O,2.1
CCN(C[C@H]1N[C@@H](CO)[C@@H]1c1ccc(-c2ccccc2)cc1)C(=O)COC,5.1
COc1ccc2c3c(n(C)c2c1)[C@H](CO)N(C(=O)NC(C)C)CC31CCN(Cc2nccs2)CC1,-1.6
Cc1ccccc1-c1ccc([C@@H]2[C@@H](CO)N3CCCCN(C(=O)Nc4cccc(F)c4)C[C@H]23)cc1,1.4
CCC(=O)NC[C@H]1[C@@H](c2ccc(-c3ccc(C#N)cc3)cc2)[C@@H](CO)N1CCC(F)(F)F,0.041
O=S(=O)(c1cccs1)N1CCCCN2[C@H](CO)[C@H](c3ccc(Br)cc3)[C@@H]2C1,2.6

# More records follow:
smiles,IDE exosite inh
COc1ccc2c3c([nH]c2c1)[C@@H](CO)N(Cc1ccccn1)CC31CN(C(=O)CC2CC2)C1,0.21
CC(C)N(C[C@@H]1N[C@@H](CO)[C@@H]1c1ccccc1)S(=O)(=O)c1ccccc1,0.88
CCCC(=O)Nc1ccc2c(c1)OC[C@@H](C)NC[C@H](C)[C@H](OC)CN(C)C2=O,0.71
CN(C)C(=O)c1cccc(-c2ccc([C@H]3[C@H]4CN(C(=O)CC5CC5)CC(=O)N4[C@H]3CO)cc2)c1,5.3
COCC(=O)Nc1ccc2c(c1)[C@@H]1C[C@@H](CC(=O)N[C@@H](C)c3ccccc3)O[C@@H](CO)[C@@H]1O2,-0.93
C[C@@H]1CN([C@@H](C)CO)C(=O)c2ccccc2-c2ccccc2CO[C@@H]1CN(C)C(=O)CCC(F)(F)F,-0.18
COCC#Cc1ccc([C@H]2[C@H]3CN(C(=O)COC)CCCCN3[C@H]2CO)cc1,2.4
O=C(NC1CCCC1)N1CCCCN2[C@@H](CO)[C@H](c3ccc(-c4ccccc4)cc3)[C@@H]2C1,-3*
COCC(=O)N1CC[C@@H]2[C@@H](CO)Nc3ccc(-c4ccc(C(=O)N(C)C)cc4)cc3[C@@H]21,0.51
C[C@H]1CCCCO[C@@H](CN(C)Cc2ccncc2)[C@@H](C)CN([C@@H](C)CO)C(=O)c2cc(NS(=O)(=O)c3ccc(Cl)cc3)ccc2O1,0.56
COc1ccc(-c2ccccc2[C@@H]2[C@@H](C#N)N(C(=O)C3CCCCC3)[C@H]2CO)cc1,-1.2
O=C(Nc1cccc(F)c1)N1CCCCN2[C@H](CO)[C@@H](c3ccc(C#Cc4ccccc4)cc3)[C@H]2C1,0.57
Cc1cccc(S(=O)(=O)N2CCCCN3[C@H](C2)[C@H](c2ccc(-c4ccncc4)cc2)[C@@H]3CO)c1,-0.014
CO[C@@H](CN(C)S(=O)(=O)c1cccc(Cl)c1)[C@@H](C)CN(C(=O)Nc1ccccc1F)[C@@H](C)CO,0.9
COc1ccccc1S(=O)(=O)N(C)C[C@@H]1OCc2cn(nn2)CCCC(=O)N([C@H](C)CO)C[C@H]1C,-1.8
COCC(=O)NC[C@@H]1[C@H](c2ccccc2)[C@@H](CO)N1C(C)=O,1.9
N#C[C@H]1[C@@H](c2ccccc2C2=CCCC2)[C@H](CO)N1C(=O)C1CCC1,2.1
COc1cccc(S(=O)(=O)N2CCCCN3[C@H](CO)[C@@H](c4ccc(-c5cncnc5)cc4)[C@@H]3C2)c1,-0.62
O=S(=O)(c1ccccc1)N1CCCCN2[C@H](CO)[C@H](c3ccc(C#Cc4ccccn4)cc3)[C@H]2C1,-3.2*
COc1ccc2c3c([nH]c2c1)[C@H](CO)N(Cc1cc(F)ccc1F)CC31CCN(C(=O)CN(C)C)CC1,0.63
CC(C)CC#Cc1ccc([C@@H]2[C@@H](CO)N3CCCCN(S(=O)(=O)c4ccc(F)cc4)C[C@@H]23)cc1,4.3
CN(C)C(=O)c1cccc(-c2ccc(C3[C@H]4CNC[C@@H]3N4CC3CCCCC3)cc2)c1 (some centres undefined),4&4.9
CO[C@H]1CN(C)C(=O)c2cc(NC(=O)NC3CCCCC3)ccc2OC[C@@H](C)N(CC2CCOCC2)C[C@H]1C,-0.14
CCC(=O)N1CC(=O)N2[C@H](C1)[C@@H](c1ccc(C#Cc3cccc(F)c3)cc1)[C@@H]2CO,-1.3
Cc1noc(C)c1C(=O)N(C)C[C@H]1OCc2ccccc2-c2ccccc2C(=O)N([C@@H](C)CO)C[C@@H]1C,0.021
CN(C)C(=O)c1ccc(-c2ccc([C@H]3[C@H](C#N)N(C(=O)C4CCC4)[C@H]3CO)cc2)cc1,4.4
COc1ccc(-c2ccc([C@H]3[C@H](CO)N[C@@H]3C#N)cc2)cc1,1.6
CN(C)C(=O)c1cccc(-c2ccc(C3[C@@H]4CN(C(=O)Nc5ccccc5F)C[C@H]3N4)cc2)c1 (some centres undefined),0.67&3.8
O=C(C[C@H]1CC[C@H]2[C@@H](COC[C@H](O)CN2C(=O)Nc2ccc(F)cc2)O1)NC1CCC1,0.48
O=C(C1CCOCC1)N1CC(=O)N2[C@H](C1)[C@@H](c1ccc(/C=C/c3ccccc3)cc1)[C@@H]2CO,-7.6*
CN(C)CC#Cc1ccc([C@H]2[C@@H](CO)N3CCCCN(C(=O)C4CCC4)C[C@@H]23)cc1,2.8
COc1cccc(-c2ccc3c(c2)[C@@H]2[C@@H](CCN2S(=O)(=O)C2=NC(C)C=N2)[C@H](CO)N3C)c1 (some centres undefined),2.4
